# Screening results: PubChem BioAssay, several laboratories
# MsrA inhibitor = inhibits bovine methionine sulfoxide reductase A; purified bovine MsrA, absorbance read-out; inhibition, % at 15.5 µM; 360,000 compounds, 0.75% hits; AID 651718; in the data active = inhibition above about 4.5%;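 also: 0% = vehicle wells with enzyme and 100% = reference inhibitor wells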
# Rin1-Abl PPI inh = blocks binding of human Rin1 to Abl; P00519+Q13671; TR-FRET Rin1/Abl binding, biochemical; inhibition, % at 7.35 µM; 360,000 compounds, 0.4% hits; AID 588664; in the data active = inhibition above about 5%, passing the limit was not always enough
# E coli Lon inh = inhibits E. coli Lon protease | purified E. coli Lon protease, fluorescence polarization | inhibition, % at 7.94 µM | 360,000 compounds, 0.42% hits | AID 602123; in the data active = inhibition above about 13%, passing the limit was not always enough;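 also: 0% = enzyme with probe and DMSO and 100% = no enzyme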
# Target sequence (P0A9M0 whole entry, looked up): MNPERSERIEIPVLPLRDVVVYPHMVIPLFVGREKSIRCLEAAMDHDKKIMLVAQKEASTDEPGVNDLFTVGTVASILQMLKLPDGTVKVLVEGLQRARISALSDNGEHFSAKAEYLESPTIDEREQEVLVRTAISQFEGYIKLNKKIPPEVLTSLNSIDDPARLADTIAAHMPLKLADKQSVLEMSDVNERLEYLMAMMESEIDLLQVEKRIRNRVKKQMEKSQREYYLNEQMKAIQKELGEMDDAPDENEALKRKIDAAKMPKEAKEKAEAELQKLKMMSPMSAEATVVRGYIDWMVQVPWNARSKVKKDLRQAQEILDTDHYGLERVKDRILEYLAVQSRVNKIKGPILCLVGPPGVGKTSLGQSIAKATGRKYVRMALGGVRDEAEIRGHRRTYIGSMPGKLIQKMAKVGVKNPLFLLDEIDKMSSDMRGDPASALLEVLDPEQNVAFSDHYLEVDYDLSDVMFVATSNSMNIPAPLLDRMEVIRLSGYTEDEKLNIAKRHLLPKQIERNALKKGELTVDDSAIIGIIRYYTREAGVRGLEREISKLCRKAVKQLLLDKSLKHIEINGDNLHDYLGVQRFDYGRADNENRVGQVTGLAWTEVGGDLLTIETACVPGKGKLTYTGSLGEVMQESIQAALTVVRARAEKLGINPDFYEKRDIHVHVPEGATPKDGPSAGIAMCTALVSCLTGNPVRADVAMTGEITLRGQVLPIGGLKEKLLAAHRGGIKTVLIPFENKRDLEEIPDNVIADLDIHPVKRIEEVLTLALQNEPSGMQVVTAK
# MsrA act = bovine methionine sulfoxide reductase A activation. purified bovine MsrA, absorbance read-out. activation, % at 10.6 µM. 360,000 compounds, 0.3% hits; in the data active = activation above about 7.5%;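 also: 0% = vehicle and 100% = reference activator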
# MT1-MMP act inh = inhibitors of human MT1-MMP activation | HT1080 RFP-PRO-GFP cells, GFP/RFP ratio fluorescence, overnight; percent of plate control window, DMSO zero | 360,000 compounds, 0.061% hits | P50281 | GFP/RFP ratio change, % at 20 µM;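 active = GFP/RFP ratio change of at least 30% with cell ATP level not reduced by more than half and red fluorescence within 50% of control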; also: strong numbers were not always called active
#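 Read-out: GFP/RFP fluorescence ratio; Test system: RFP-PRO-GFP reporter HT1080 cells; Compound dosing: single-point 20 µM compound, 1% DMSO; Times: overnight compound exposure at 37 °C.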
# CendR NRP1 mod = alters CendR peptide binding to human NRP-1; FAM-RPARPAR peptide binding to NRP-1, fluorescence polarization; inhibition, % at 25 µM; 360,000 compounds, 0.85% hits; AID 602438;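 active = inhibition or corrected inhibition above about 18%, plus a signal ratio from 0.5 to 1.5, limit read from the data, passing the limit was not always enough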; also: strong numbers were not always called active
# SKN-1 block = blocks SKN-1 activity in C. elegans; C. elegans VP596 Pgst-4::GFP/RFP ratio, acrylamide-induced, 24 h; inhibition, % at 21.8 µM; 360,000 compounds, 0.49% hits;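 active = interference check ratio from 0.5 to 1.5 plus GFP to RFP signal ratio inhibition reaching or exceeding a fixed threshold, cut at about 30% in these data, passing the limit was not always enough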; also: some compounds called inactive have numbers as strong as hits
# FAS-TE inh = blocks the thioesterase domain of human fatty acid synthase; P49327; recombinant FAS-TE, OMFH fluorogenic substrate, fluorescence endpoint; inhibition, % at 15 µM; 360,000 compounds, 0.67% hits;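 active = compounds whose normalised, plate-corrected inhibition of enzyme fluorescence in the single-dose primary screen is 50% or more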;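 also: 0% = DMSO with enzyme and 100% = substrate without enzyme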
# Neddyl block = cullin neddylation inhibition. TR-FRET cullin neddylation, biochemical. P61081+Q13564. 360,000 compounds, 0.58% hits. calls only at 25 µM; in the data active = inhibition above about 36%
# Active calls of the source: *; i = inactive; . = no result given.
smiles	MsrA inhibitor	Rin1-Abl PPI inh	E coli Lon inh	MsrA act	MT1-MMP act inh	CendR NRP1 mod	SKN-1 block	FAS-TE inh	Neddyl block
C=C[C@]12CC[C@H](OC(C)=O)CC1=CCC1C2CC[C@@]2(C)C1CCC21OCCO1 (stereo partly drawn)	2.6	0	5	-1	3	22*	6	33	i
Cc1ccc(C(C2C(=O)CC(C)(C)CC2=O)C2C(=O)CC(C)(C)CC2=O)s1	.	-3	7	-1	-1	2	5	0	i
COc1ccc(-c2csc(C(NC(C)=O)c3cccc(F)c3)n2)cc1 (stereo not drawn)	1.3	-1	-3	-8	-1	-5	-10	1	i
COc1ccc(Nc2ccc(Nc3ccc(OC)cc3)nn2)cc1	-0.6	-2	-4	-9	0	4	5	-8	i
CC1CC2OC2CC1COC(=O)C1CC2OC2CC1C (stereo not drawn)	-0.5	0	-7	-6	0	-5	5	-8	i
Cc1ccc(-c2nc3ccccc3[nH]c2=O)cc1	3.8	-3	5	-10	-1	18	0	-4	i
CN(Cc1cn(C)nc1-c1ccc(Oc2ccccc2)cc1)CC1COCCO1 (stereo not drawn)	-0.3	3	-14	-3	1	-7	-2	0	i
COc1ccc(NC(=O)CSc2cc(C(=O)c3nccn3C)c3ccccc3n2)cc1	1.4	3	-13	-6	-5	11	8	10	i
O=c1[nH]c(CSc2ncn[nH]2)nc2ccccc12	1.5	-4	0	-7	3	-8	-12	-8	i
CC(C)CNC(=O)c1cccc(NC(=O)CSc2ccccc2)c1	0.9	-3	-1	2	-3	-10	6	-8	i
COc1ccccc1NC(=O)c1ccc(COc2ccccc2OC)o1	0.9	1	-5	-10	6	0	5	13	i
O=C(c1cc(COc2ccc(F)c(F)c2)on1)N1CCSCC1	1.3	-3	4	-3	-1	6	5	3	i
Cc1ccc([N+](=O)[O-])cc1NC(=O)CN(C(=O)c1ccc(Cl)cc1)C1CCCCC1	0.2	1	-7	-2	-3	9	0	86*	i
COc1ccc(CC(=O)Nc2cc(Cl)ccc2O)cc1	-0.7	1	3	-2	13	-2	1	-2	i
C=CCNC(=S)N/N=C(\C)c1cccc(OC)c1	0.8	6	-5	-10	6	-6	-6	-3	i
COc1ccccc1CNC(=O)CC(NS(=O)(=O)c1ccc(C)cc1)c1ccco1 (stereo not drawn)	0.4	-2	-7	-4	5	4	2	-1	i
Cc1ccc(C(=O)c2cc([N+](=O)[O-])ccc2N2CC(C)OC(C)C2)cc1 (stereo not drawn)	0.3	3	1	-1	1	-6	10	40	i
CC(C)(C)c1ccc(NC(=O)c2ccccc2)c([N+](=O)[O-])c1	1.6	0	8	-2	2	3	21	18	i
CCOC(=O)C1(C)CCCN(C(=O)c2ccc(OC)c(OC)c2)C1 (stereo not drawn)	-1.2	0	-1	-4	-1	-14	11	-10	i
CCCN(CC(=O)Nc1ccc(Cl)cc1Cl)C(=O)c1ccc(=O)[nH]c1	0.1	5	-14	-12	1	3	-6	-3	i
COc1cccc(CN2CCC2(C)C(=O)NCc2cccc(C(F)(F)F)c2)c1OC (stereo not drawn)	-1.2	1	-7	5	2	0	14	8	i
CCOc1ccccc1CN1CCC(n2nccc2NC(=O)CCc2ccccc2)CC1	0.5	-3	4	-3	1	12	-3	-6	i
O=C(NCC12CC3CC(CC(C3)C1)C2)c1cc2n(n1)C(C(F)(F)F)CC(c1ccco1)N2 (stereo not drawn)	2.0	-2	5	-2	-9	0	16	22	i
COc1ccc(NC(=O)C(c2ccccc2)c2ccccc2)cn1	0.1	3	-9	-2	-2	11	8	6	i
CCN1C[C@@H]2[C@@H]3C(=O)N(C)C(=O)[C@@H]3[C@](C)(C1=O)N2C(=O)c1ccc(C)cc1	-0.3	2	0	-1	3	16	7	-16	i
CCOc1ccc(NC(=O)CN(C)C(=O)c2ccc(=O)[nH]c2)cc1OCC	0.1	-2	-1	-3	0	-5	-20	-7	i
CCCCC(c1nnnn1CCOC)N1CCN(C(=O)c2ccco2)CC1 (stereo not drawn)	-1.2	-5	9	-1	-3	11	3	-5	i
COc1ccc(C(=O)OCC(=O)c2cc(C)n(CC3CCCO3)c2C)cc1[N+](=O)[O-] (stereo not drawn)	1.0	-2	6	-6	5	5	-15	18	i
Cc1c(O)c(CN2CCCCC2)cc2c3c(c(=O)oc12)CCC3	1.3	-7	0	-13	3	-8	8	-6	i
COc1ccc(N2C(=O)c3ccccc3C2O)cc1 (stereo not drawn)	1.4	2	-9	0	-2	-8	7	-8	i
Cc1ccc(CN2CCN(Cc3ccc(O)cc3)CC2CCO)o1 (stereo not drawn)	-0.5	0	-7	-2	-3	5	5	-4	i
c1ccc(-c2nnc3n2-c2ccccc2SC3)cc1	-0.3	3	2	-4	4	5	3	0	i
COc1ccc(N(CC(=O)NCC2CCCO2)S(=O)(=O)c2c(C)noc2C)cc1 (stereo not drawn)	-0.3	-2	6	-2	-1	-6	-17	-5	i
c1ccn2cc(CSc3nnc4ccccn34)nc2c1	-0.8	1	-6	2	2	5	4	-8	i
Cc1nnc(N(C)C(=O)c2ccncc2)s1	0.7	0	-4	-1	-4	-14	-10	-3	i
C=CCONC(=O)c1cc(OCC(F)(F)F)ccc1OCC(F)(F)F	0.5	1	-7	-4	-4	-14	6	-5	i
CCOc1cccc2cc(-c3csc(NC(=O)CCC(=O)NCCN4CCCCC4C)n3)c(=O)oc12 (stereo not drawn)	2.0	-6	-8	-2	6	-4	19	-1	i
COc1ccc(CC(=O)NCc2ccccn2)cc1OC	-0.2	-2	8	2	-3	6	2	-9	i
Cc1cc(C)nc(N2CCC(C(=O)NC3CC3)CC2)n1	0.2	0	-2	-7	-2	2	-8	-10	i
N#Cc1nc(COc2ccccc2Cl)oc1N1CCCCCC1	-1.1	3	4	5	-5	2	0	38	i
COc1ccc(S(=O)(=O)Cc2ccc(C(=O)NC(C)C)o2)cc1	-0.1	0	-4	-6	0	-4	0	-5	i
CCc1nnc(NC(=O)c2ccc3ncsc3c2)s1	1.8	1	-4	-4	-1	-15	-9	-4	i
O=C1/C(=C/c2ccc(Cl)cc2)SC(=S)N1CCC(=O)N1CCCCC1CCO (stereo not drawn)	-0.3	-1	-7	5	3	-16	-4	9	i
COc1ccc(Br)cc1CN1C(=O)NC2(CCCCCC2)C1=O	-1.4	1	4	-6	2	3	6	11	i
C/C(=N\NC(=O)COc1cccc2ccccc12)c1cccs1	-1.0	-3	-15	-9	2	6	1	4	i
Cc1ccc(C(=O)N[C@H](C(=O)Nc2ccc(F)cc2)C(C)C)cc1	0.1	-2	4	-1	1	-4	14	0	i
COC(=O)[C@@]12C[C@@H](CC(=O)N3CCCCC3)C(=O)N(Cc3cccc4ccccc34)C1=CCC(C)(C)C2	-1.5	.	.	.	-36	6	20	.	i
N#Cc1c(N)sc(=S)c2c1CCCCC2	0.6	1	20*	-10	-36	5	20	-14	i
c1ccc(CCc2ccccc2-c2nc(-c3cccnc3)no2)cc1	-0.8	-1	3	0	-2	6	16	25	i
CCOC(=O)c1c(N)n[nH]c1-c1ccc(OC)cc1	1.2	-1	14	-2	-3	-5	-15	-8	i
CN(Cc1ccon1)C(=O)CC1C(=O)NCCN1Cc1ccccc1C(F)(F)F (stereo not drawn)	-1.1	8	8	-3	1	3	1	-6	i
Cc1ccc(CSc2nnc(-c3ccc(S(=O)(=O)N4CCCC4)cc3)o2)cc1	0.1	-2	0	-4	7	-10	-8	-10	i
COc1ccccc1N(CN1C(=O)c2ccccc2C1=O)C(=O)c1cccnc1	-0.4	1	-3	-1	-4	-5	-2	-8	i
CCCC[C@H]1C2=C3[C@@H](CC(C(=O)OC)=C[C@@H](C(=O)OC)[C@H]3C(C)(C)C2=O)n2c(=O)n(-c3ccccc3)c(=O)n21	1.9	3	-8	-3	-4	15	-9	8	i
COCCOC(=O)c1c(N)n(CCCN2CCOCC2)c2nc3ccccc3nc12	0.5	-1	18	-6	-2	3	0	-2	.
CCC(CC)C(=O)Nc1c2cnn(-c3ccccc3)c2nc(=O)n1-c1ccccc1	-0.9	0	0	-10	-5	11	7	-5	i
CCn1nc(C)c(CNC(=O)c2ccc(OC3CCN(Cc4ccccn4)CC3)cc2)c1C	-0.8	0	5	-2	9	20	0	-7	i
CCCN(CC(=O)Nc1ccccc1C)C(=O)C1CCN(c2ncnc3sc(C)c(C)c23)CC1	-0.1	-2	-10	-1	-7	-7	-13	7	i
Cc1ccc(C=Nc2ccccc2C(=O)Nc2ccccc2)cc1	0.5	0	-1	1	-9	-8	-4	0	.
CCOC(=O)C1C(=O)Nc2nc3ccccc3n2C1C(C)C (stereo not drawn)	-0.8	-3	-3	-1	4	3	7	-6	i

# Whole records as entered above. Order of screens: MsrA inhibitor	Rin1-Abl PPI inh	E coli Lon inh	MsrA act	MT1-MMP act inh	CendR NRP1 mod	SKN-1 block	FAS-TE inh	Neddyl block
# Cc1ccc(C(=O)N[C@H](C(=O)Nc2ccc(F)cc2)C(C)C)cc1 is listed as 0.1	-2	4	-1	1	-4	14	0	i
# CC1CC2OC2CC1COC(=O)C1CC2OC2CC1C (stereo not drawn) is listed as -0.5	0	-7	-6	0	-5	5	-8	i
# CCC(CC)C(=O)Nc1c2cnn(-c3ccccc3)c2nc(=O)n1-c1ccccc1 is listed as -0.9	0	0	-10	-5	11	7	-5	i
# O=C(c1cc(COc2ccc(F)c(F)c2)on1)N1CCSCC1 is listed as 1.3	-3	4	-3	-1	6	5	3	i

# (continued)
smiles	MsrA inhibitor	Rin1-Abl PPI inh	E coli Lon inh	MsrA act	MT1-MMP act inh	CendR NRP1 mod	SKN-1 block	FAS-TE inh	Neddyl block
N#CCCn1cc(C=C(C#N)C#N)c(-c2ccc(Cl)cc2)n1	2.2	4	-3	-12	0	2	-1	3	i
COc1ccc(CN2CC(=O)N3[C@H]4c5ccccc5OC[C@@H]4[C@H](c4ccccc4)[C@]3(C)C2=O)cc1	0.2	2	1	-1	-17	-9	-6	47	i
C=CCC1(C#N)C(=S)NC(C)=C(C(=O)OCC)C1c1ccccc1 (stereo not drawn)	1.8	-1	0	-3	2	8	20	4	i
CCOC(=O)c1ccc(NC(=O)c2ccc(OC(C)C)c(OC)c2)cc1	-1.5	5	8	-2	-3	-5	0	12	i
CCn1ncc(CN2CCN(Cc3ccc(OC)c(C)c3C)C(CCO)C2)c1C (stereo not drawn)	-0.9	1	-7	-1	2	10	-7	-3	i
CCOC(=O)C1=C(C)N=c2s/c(=C\c3ccc(C(=O)O)cc3)c(=O)n2C1c1ccc(F)cc1 (stereo not drawn)	0.8	3	16	-6	0	-11	-1	11	i
COc1ccc(Cn2c(C)c(C)c(C#N)c2NC(=O)Nc2ccc(Cl)cc2)cc1	0.8	-3	-4	-4	1	-12	5	-6	i
Cc1ccc(C(=O)/C=C/c2ccco2)c(O)c1	0.6	0	-18	-3	-5	-10	14	-4	i
Cc1ccc(-c2c(C)nn3c(N4CCOCC4)cc(C)nc23)cc1	0.4	-2	-4	-3	-1	5	35*	0	i
CC1=C(C(=O)OCCNC(=O)c2cccnc2)C(c2cccc([N+](=O)[O-])c2)C(C(=O)OCCN(C)C)=C(C)N1 (stereo not drawn)	1.4	0	-6	-2	-9	2	1	-9	i
O=C(O)C1CC(=O)N(c2ccc(Br)cc2)C1 (stereo not drawn)	0.5	0	-4	1	-1	4	6	-6	i
Cc1cc(C)n(C(=O)CNC(=O)c2cccc(F)c2)n1	1.9	-3	-3	-8	-1	3	-21	-6	i
COc1cc(OC)cc(OC(=O)c2cccc(S(=O)(=O)N3CCN(C)CC3)c2)c1	0.5	-1	-3	-10	3	-6	-25	5	i
CC1CC(=O)c2cnc(NCc3ccco3)nc2C1 (stereo not drawn)	1.7	-4	5	0	0	0	18	-2	i
